# M4 PAM – human M4 muscarinic receptor positive allosteric modulators, primary screen, CHO-K1 cells, Fluo-8 calcium fluorescence | CHO-K1 hM4/Gqi5, ACh EC20; 0% = ACh EC20, 100% = maximal ACh | activation, % at 3 µM | hit rate 0.4% among 360,000 | AID 624126, 2012;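 active means activation above its plate's cutoff, the mean activation of sample wells plus 3 SD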; further: some results filed as inactive read as strong as hits
# Target sequence (P08173 whole entry, looked up): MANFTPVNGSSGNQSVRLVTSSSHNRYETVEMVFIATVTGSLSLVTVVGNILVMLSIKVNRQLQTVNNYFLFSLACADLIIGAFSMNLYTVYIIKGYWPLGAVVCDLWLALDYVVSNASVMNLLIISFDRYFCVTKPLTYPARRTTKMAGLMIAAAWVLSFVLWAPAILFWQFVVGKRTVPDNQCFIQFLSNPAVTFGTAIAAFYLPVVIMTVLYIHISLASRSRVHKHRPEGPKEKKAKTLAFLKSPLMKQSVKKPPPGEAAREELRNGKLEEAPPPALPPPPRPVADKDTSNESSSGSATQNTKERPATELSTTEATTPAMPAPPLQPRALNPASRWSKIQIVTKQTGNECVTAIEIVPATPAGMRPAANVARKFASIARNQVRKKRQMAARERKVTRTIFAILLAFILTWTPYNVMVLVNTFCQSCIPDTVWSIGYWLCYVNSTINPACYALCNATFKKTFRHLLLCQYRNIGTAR
# CRFBP-R2 block – antagonists of CRF-BP/CRF-R2 complex, primary screen, cell-based, HEK293, calcium dye fluorescence, uHTS; CRF-induced calcium fluorescence; inhibition, % at 11.8 µM; hit rate 0.59% among 350,000; AID 588475, 2011;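 active means inhibition of the ligand-induced calcium signal above about 50% at the single tested concentration, limit read from the data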
# M5 antag – human M5 muscarinic receptor antagonists, primary screen, CHO cells, Fluo-8 calcium fluorescence. hit rate 0.59% among 360,000. CHO-hM5 cells, ACh EC80. inhibition, % at 3 µM. Muscarinic acetylcholine receptor M5 (Homo sapiens), P08912;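 active means inhibition above a per-plate cutoff, the mean of that plate's test compounds plus 3 SD, cut at about 27% in these data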;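 further: 0% = acetylcholine EC80 with DMSO and 100% = DMSO without agonist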
# Target sequence (P08912 whole entry, looked up): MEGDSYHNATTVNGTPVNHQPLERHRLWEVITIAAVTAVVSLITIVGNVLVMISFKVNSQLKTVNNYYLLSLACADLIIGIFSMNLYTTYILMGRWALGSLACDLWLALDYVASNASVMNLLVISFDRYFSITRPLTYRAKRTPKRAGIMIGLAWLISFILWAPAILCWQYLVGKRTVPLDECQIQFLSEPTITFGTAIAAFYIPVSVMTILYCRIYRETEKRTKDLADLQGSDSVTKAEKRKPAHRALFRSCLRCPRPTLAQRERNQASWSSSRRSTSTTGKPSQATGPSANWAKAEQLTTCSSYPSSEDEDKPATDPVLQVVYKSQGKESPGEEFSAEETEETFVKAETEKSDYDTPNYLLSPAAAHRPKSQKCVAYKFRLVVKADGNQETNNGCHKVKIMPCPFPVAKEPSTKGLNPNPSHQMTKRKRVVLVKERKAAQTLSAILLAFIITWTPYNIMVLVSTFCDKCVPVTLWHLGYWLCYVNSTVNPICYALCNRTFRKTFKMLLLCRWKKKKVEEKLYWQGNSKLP
# M5 PAM – human M5 muscarinic receptor positive allosteric modulators, primary screen, CHO-K1 cells, Fluo-8 calcium fluorescence; activation, % at 3 µM; CHO-K1 hM5, ACh EC20 PAM; 0% = ACh EC20, 100% = ACh EC100; Muscarinic acetylcholine receptor M5 (Homo sapiens), P08912; hit rate 0.3% among 360,000;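 active means activation above the run cutoff, the mean activation of all test compounds plus 3 SD, cut at about 18% in these data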
#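 System: CHO-K1 cell line with stable human muscarinic M5 receptor expression | Also added: EC20 acetylcholine as agonist stimulus | Compound: One concentration, 3 µM final (nominal) | Timing: Fluo-8 loading 80 min at 37 °C plus 30 min room temperature | Measured by: Fluo-8 calcium dye fluorescence, kinetic read | Read-out basis: % activation, ACh-normalized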
# M5 ag – human M5 muscarinic receptor agonists, primary screen, CHO-K1 cells, Fluo-8 calcium fluorescence; Muscarinic acetylcholine receptor M5 (Homo sapiens), P08912; CHO-K1 hM5 cells; 0% DMSO wells, 100% maximal acetylcholine response; activation, % at 3 µM; hit rate 0.19% among 360,000;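 active means activation above the run's mean over test compounds plus 3 SD, cut at about 23% in these data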;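 further: signal is peak over basal fluorescence ratio across the kinetic read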
# CHRM1 PAM – human M1 muscarinic receptor positive allosteric modulators, primary screen, CHO-K1 cells, Fluo-8 calcium fluorescence, 1536-well; CHO-K1 hM1, ACh EC20; 0% = ACh EC20, 100% = maximal ACh; activation, % at 3 µM; hit rate 0.088% among 360,000; in the data active means activation above about 19%, passing the limit was not always enough
# M4 ag – human M4 muscarinic receptor agonists, primary screen, CHO-K1 cells, Fluo-8 calcium fluorescence | activation, % at 3 µM | CHO-K1 hM4/Gqi5; vehicle 0%, full acetylcholine response 100% | Muscarinic acetylcholine receptor M4 (Homo sapiens), P08173 | hit rate 0.14% among 360,000;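 active means activation above the run mean over all test wells plus 3 SD, cut at about 32% in these data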;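 further: peak over basal fluorescence ratio per well then scaled between controls; 0% = DMSO wells and 100% = acetylcholine at EC100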
# M4 antag – human M4 muscarinic receptor antagonists, primary screen, CHO cells, Fluo-8 calcium fluorescence | Muscarinic acetylcholine receptor M4 (Homo sapiens), P08173 | CHO-hM4 cells, ACh EC80 | inhibition, % at 3 µM | hit rate 0.73% among 360,000;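 active means inhibition above its plate's cutoff, the mean inhibition of sample wells plus 3 SD, cut at about 27% in these data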;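 further: 0% = acetylcholine EC80 with DMSO and 100% = DMSO without agonist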
# CRFBP-R2 agonist – agonists of CRF-BP/CRF-R2 complex, primary screen, cell-based, HEK293, calcium dye fluorescence, uHTS | calcium dye fluorescence (FLIPR); percent of saturating CRF peptide response | CRF-binding protein / CRF receptor 2 complex (human) | AID 588473, 2011 | activation, % at 13.2 µM | hit rate 0.46% among 350,000;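 active means activation of at least 50%, plus an integration ratio under a set limit after plate pattern correction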;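 further: plate controls were neutral control wells without compound for no effect and CRF at EC100 for full effect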
# * marks the source's active call; other numbers are inactive results; · = not tested or not shown. Not a hit list, and some 2.6% of all compounds hit somewhere here.
no.	mol	M4 PAM	CRFBP-R2 block	M5 antag	M5 PAM	M5 ag	CHRM1 PAM	M4 ag	M4 antag	CRFBP-R2 agonist
1	CCc1ccc(CN2CCC(n3nccc3NC(=O)c3ccccc3)CC2)o1	-7	-8	18	-7	-5	0	1	8	2.5
2	Cc1ccccc1COC(=O)CCCC1=NS(=O)(=O)c2ccccc2N1	-6	-25	17	-6	9	-8	11	13	15
3	COc1ccc(CCNC(=O)COC(=O)/C=C/c2cc(OC)ccc2OC)cc1	-2	11	7	-6	-1	1	3	-2	1.5
4	CCP(=O)(CC)C(C)(C)CP(=O)(c1ccccc1)c1ccccc1	3	11	0	-4	2	2	2	-5	-0.2
5	O=C(O)c1ccc(N/N=C/C2=Cc3ccccc3OC2)cc1	-23	-6	7	-10	11	-5	13	4	-7.4
6	CN1C(=O)/C(=N/OC(=O)c2ccccc2Br)c2ccccc21	1	-3	-5	4	0	0	1	-4	0.8
7	O=C(NCc1ccco1)c1cc(S(=O)(=O)N2CCCC2)ccc1Cl	6	2	24	-6	-5	9	1	-2	-0.6
8	CSc1ccccc1C(=O)NCC(c1ccco1)N1CCCCC1 (configuration not stated)	-1	7	-4	-1	-8	-1	2	2	-0.6
9	CCc1ccc(C2NC(=S)NC3=C2C(=O)CCC3)cc1 (configuration not stated)	-6	9	3	-6	-8	-19	1	8	-2.1
10	CC(=O)NCCn1ccc2ccccc21	2	18	-1	-3	-1	6	0	5	1.2
11	CCCOC(=O)C1C2C=CC(C2)C1C(=O)OCC(=O)c1ccccc1 (configuration not stated)	-3	2	-7	-2	1	7	2	-1	-0.9
12	Cc1cc(N2C(=O)Cc3ccccc3C2=O)ccc1C(C)C	-5	-10	5	3	-1	18	0	3	-2.6
13	COc1ccc(OC)c(-c2nc(CN3CCCCC3c3cccnc3)c(C)o2)c1 (configuration not stated)	1	-3	-8	1	-5	-5	2	7	1.8
14	CCC(Oc1ccccc1)C(=O)N1CCN(c2ccccn2)CC1 (configuration not stated)	8	0	2	5	1	9	2	-2	-0.1
15	COCc1ccc(C(=O)Nc2ccccc2C(=O)NCc2cccnc2)cc1	-6	4	9	-2	-2	5	5	0	-1.7
16	COc1ccc(C(C[N+](=O)[O-])n2nc(C)cc2C)cc1 (configuration not stated)	-3	-10	0	7	2	3	1	3	1.0
17	COc1cc(C(O)c2nc(-c3ccc(F)c(Cl)c3)cs2)ccc1F (configuration not stated)	1	·	5	-3	-1	-8	2	-8	·
18	O=C(CSc1ccc(-c2cccc([N+](=O)[O-])c2)nn1)N1CCCCC1	-8	8	7	3	2	-2	4	6	0.5
19	Cc1ccc(C(=O)CCC(=O)OCC(=O)N2c3ccccc3NC(=O)C2(C)C)cc1	-12	-5	12	-16	6	-16	15	10	-1.2
20	O=C(c1ccccc1)N(Cc1cccs1)C1CCS(=O)(=O)C1 (configuration not stated)	12	4	-8	-1	6	10	1	0	0.0
21	CC1CN(C(=O)CCC(=O)NCc2ccc(Cl)cc2)c2ccccc2O1 (configuration not stated)	-8	-41	1	-5	1	3	5	1	1.4
22	CN(CC(=O)NCCc1ccc(S(N)(=O)=O)cc1)CC(=O)Nc1ccc(F)c(F)c1F	0	9	19	-5	-1	1	0	7	-1.9
23	CCOc1cccc(C(=O)N2CCCN(C)CC2)c1	-3	4	-5	3	-13	13	1	6	-0.8
24	O=C(C1CCCCC1)N1CCN(c2ccccc2F)CC1	-6	-25	3	0	1	7	1	4	0.3
25	O=C(O)C1C2CCCCC2=C2CCCCC2C1C(=O)c1ccccc1 (configuration not stated)	4	7	5	6	0	12	-1	1	0.1
26	Oc1cccc(Oc2ncc(C(F)(F)F)cc2Cl)c1	0	5	2	-2	-2	-8	0	-6	-1.1
27	Cc1ccc2c(c1)C1CN(C)CCC1N2C(=O)COc1ccc(N(C)C(=O)c2ccccc2)cc1 (configuration not stated)	-7	0	9	-6	-4	-20	1	4	-0.9
28	CCOC(=O)C(C)Oc1cc(Cl)c(C=O)cc1OC (configuration not stated)	17	4	-8	4	-2	-1	1	-6	-1.3
29	COc1ccc(C(C)=O)cc1CSc1nc2cc(Cl)ccc2o1	-1	3	6	2	-3	-2	0	3	5.5
30	CC(C)CC(=O)Nc1ccc(C(=O)Cn2c(=O)oc3ccccc32)cc1	-9	2	0	1	-2	-10	2	0	-0.8
31	CSc1ccccc1NC(=O)CN1CCCCC1	7	1	-10	-1	-5	9	1	-1	-0.1
32	CCCCCc1ccc(OCCOCCn2c[n+](C)c3ccccc32)c(CCCCC)c1	-19	-21	21	-10	-10	-30	2	58*	36
33	CNS(=O)(=O)c1cccc2nsnc12	10	-6	-4	7	-3	6	1	5	0.0
34	FC(F)(F)c1nnc2sc(-c3ccccn3)nn12	3	-4	-10	-2	-7	0	0	0	-0.5
35	COc1ccc(C(=O)OCC(=O)N2CCC(C)CC2)cc1S(=O)(=O)N1CCOCC1	2	0	-5	-1	3	6	2	3	2.1
36	O=C(OCC(=O)N1CCN(c2ccccc2)CC1)C1CCCN1S(=O)(=O)c1ccc(Cl)cc1 (configuration not stated)	-4	9	7	-5	6	-1	14	-15	0.4
37	Cc1ccc2nsnc2c1NC(=O)c1ccc([N+](=O)[O-])o1	9	6	-4	7	-3	4	1	-13	-0.1
38	COc1cccc(NC(=O)CN(C)C(=O)c2ccccn2)c1	0	-7	6	-2	2	-5	1	6	0.5
39	Nc1ccc(C(=O)OCCCc2nc3ccccc3[nH]2)cc1	-4	-15	0	-3	0	3	2	16	-1.5
40	Cc1cc(C(=O)OCC(=O)N(CC(C)C)c2c(N)n(Cc3ccccc3)c(=O)[nH]c2=O)c2ccccc2n1	8	-23	-2	2	2	12	3	-8	1.4
41	Cc1ccc(N(CC(=O)NCC2CCCO2)C(=O)CCC(=O)Nc2cc(C)on2)cc1 (configuration not stated)	-3	13	3	2	-2	10	-1	-3	-0.2
42	COc1ccc(COn2nnc3ccc(S(=O)(=O)N4CCOCC4)cc32)cc1F	5	1	6	-7	-1	7	3	-17	-1.0
43	CC(=O)Nc1ccc(N(C(=O)CNC(=O)c2cccs2)C(C(=O)NCC2CCCO2)c2ccccc2)cc1 (configuration not stated)	-3	5	-6	2	2	2	0	4	-0.8
44	COc1cc(Cl)c(C)cc1NC(=O)CCCN1C(=O)CCC1=O	4	-21	2	7	2	1	1	14	-4.9
45	O=c1oc(-c2cccc(C(F)(F)F)c2)nn1-c1ccc(C(F)(F)F)cn1	-4	-20	1	-1	-4	8	0	6	-0.1
46	O=C(Nc1ccc2c(c1)OCO2)N1CCN(c2ccccc2)CC1	-4	10	15	-9	1	10	1	6	1.2
47	OC[C@H]1OC(O)[C@H](O)[C@@H](O)[C@H]1O (some centres not stated)	1	3	-5	-4	0	2	1	-5	-0.5
48	COc1ccc2c(=O)c3c(=O)n(Cc4ccco4)c(C(C)C)nc3oc2c1	3	29	-3	6	-2	3	0	-5	-4.2
49	O=C(COC(=O)/C=C/c1cccc(F)c1)NC1CCCC1	4	29	1	8	0	4	1	-3	-0.8
50	COC(=O)c1ccc(NS(=O)(=O)c2cc3c4c(c2)CCN4C(=O)CC3)cc1	0	-8	2	-5	3	-2	5	1	-0.4
51	COCC(=O)N(c1ccc(C(C)C)cc1)C1C=CS(=O)(=O)C1 (configuration not stated)	-3	0	1	-3	2	-2	1	-2	1.3
52	COc1cccc(Nc2nc3ccccc3n3nnnc23)c1	-5	-36	6	-8	-2	5	2	-3	-0.5
53	COc1ccc(CNc2oc(Cc3cccc4ccccc34)nc2C#N)cc1	8	4	-3	-3	-5	3	-2	-14	1.1
54	COc1ccc(NC(=O)c2cc3ccccc3o2)cc1	0	-29	-4	-1	-2	2	1	3	0.3
55	CC1(C(=O)NS(=O)(=O)c2ccccc2)CCN1C(=O)C1(c2ccc(Cl)cc2)CC1 (configuration not stated)	-4	·	0	1	0	1	0	8	·
56	Cc1cc(Br)ccc1OCC(=O)NNC(=O)CCc1ccccc1	0	-8	5	1	-3	19	0	-4	-2.1

# In the list so far, four have an aryl thioether with sulfur outside any ring.
no.	mol	M4 PAM	CRFBP-R2 block	M5 antag	M5 PAM	M5 ag	CHRM1 PAM	M4 ag	M4 antag	CRFBP-R2 agonist
8	CSc1ccccc1C(=O)NCC(c1ccco1)N1CCCCC1 (configuration not stated)	-1	7	-4	-1	-8	-1	2	2	-0.6
18	O=C(CSc1ccc(-c2cccc([N+](=O)[O-])c2)nn1)N1CCCCC1	-8	8	7	3	2	-2	4	6	0.5
29	COc1ccc(C(C)=O)cc1CSc1nc2cc(Cl)ccc2o1	-1	3	6	2	-3	-2	0	3	5.5
31	CSc1ccccc1NC(=O)CN1CCCCC1	7	1	-10	-1	-5	9	1	-1	-0.1

# Next section
no.	mol	M4 PAM	CRFBP-R2 block	M5 antag	M5 PAM	M5 ag	CHRM1 PAM	M4 ag	M4 antag	CRFBP-R2 agonist
57	Cc1ccc(S(=O)(=O)NC2CC(C)(C)N(O)C(C)(C)C2)cc1	6	-6	3	-3	-11	9	1	-22	-2.2
58	COc1ccc(NC(=O)CCCCCN2C(=O)CCC2=O)cc1Cl	3	38	-2	-4	0	8	1	4	3.4
59	CCOCCCN(C(=O)CNC(=O)c1ccco1)C(C(=O)NC1CCCC1)c1ccccc1C (configuration not stated)	11	5	6	2	1	0	1	1	-0.1
60	CCCn1c(N)c(C(=O)COC(=O)/C=C/c2ccc(OC(F)F)c(OC)c2)c(=O)[nH]c1=O	0	9	11	4	1	10	4	-5	3.8
61	COC(=O)C1=C(C)NC(=O)/C1=C\c1ccc2c(c1)OCO2	5	-10	-1	-3	-1	5	2	-9	0.2
62	CC1(C)OC(=O)C2=C(C[C@@H](C3CCCCC3)O[C@@H]2c2ccc(F)cc2)O1	-2	·	-9	7	-6	·	-2	-15	·
63	CCn1cc(C(=O)N2CCCC2)c(=O)c2cc(S(=O)(=O)N3CCOCC3)ccc21	-4	1	1	-7	-1	0	-1	10	-0.2
64	CC(C)C(NC(=O)CNC(=O)OC(C)(C)C)C(=O)NCc1ccccc1 (configuration not stated)	6	-3	3	-3	1	4	1	4	-3.5
65	Cc1cnc(NC(=O)[C@H](C)N2C(=O)C3CCCCC3C2=O)s1 (some centres not stated)	9	17	11	0	2	6	0	-8	8.8
66	COc1cc(NC(=O)COC(=O)CNC(=O)c2cc(C)cc(C)c2)c(C)cc1[N+](=O)[O-]	0	1	8	-1	-7	8	2	-7	0.1
67	C[C@H](NC(=O)[C@@H]1Cc2ccccc2CN1C(=O)OC(C)(C)C)C(=O)NC1CCCCC1	-3	-7	7	-3	-5	4	0	7	-2.4
68	COc1ccc(CN2CCN(C3CCSCC3)CC2CCO)c(C)c1C (configuration not stated)	-1	-17	15	-2	-13	6	1	-2	-1.0

# Assay outcomes deposited in PubChem by several laboratories.
